# Growth percent in the NCI-60 one-dose screen (48 h, 10 µM unless noted): 100 = growth as untreated, 0 = no growth, -100 = all killed.
# MALME-3M: MALME-3M melanoma. 78,000 compounds, 5.8% hits
# MDA-MB-468: MDA-MB-468 breast cancer; 78,000 compounds, 8.5% hits
# MCF7: MCF7 breast cancer. 82,000 compounds, 6.3% hits
# MDA-MB-231: MDA-MB-231 breast cancer; 81,000 compounds, 5% hits
# HS 578T: HS 578T breast cancer | 78,000 compounds, 4.1% hits | AID 1794788
# T-47D: T-47D breast cancer | AID 1794792 | 79,000 compounds, 5% hits
# BT-549: BT-549 breast cancer. AID 1794793. 78,000 compounds, 4.4% hits
# LOX IMVI: LOX IMVI melanoma | 79,000 compounds, 7.4% hits | AID 1794757
# An asterisk follows results filed as active; x = not tested or not shown; & = joins results of further samples. The calls were made as follows: active = growth percent below 10; inactive = the rest.
SMILES,MALME-3M,MDA-MB-468,MCF7,MDA-MB-231,HS 578T,T-47D,BT-549,LOX IMVI
CCc1ccc2c(c1)C(=O)CCC2,87,112,104,87,x,111,99,105
Cc1cc(=O)oc2cc(O)cc(OCc3ccccc3)c12,101,72,81,88,94,67,65,85
Cc1ccc(NC(=O)Cn2c(-c3nonc3NC(=O)c3ccc(F)cc3)nc3ccccc32)cc1F,60,87,70,55,42,44,98,60
O=C1CCC(C(=O)NNc2ccc(Cl)cc2)N1 (stereo unspecified),102,87,84,96,98,67,97,36
Cc1cc2c(C(C)C)c(O)c(O)c(C=NCCCCCC(=O)NCc3ccccc3)c2c(O)c1-c1c(C)cc2c(C(C)C)c(O)c(O)c(C=NCCCCCC(=O)NCc3ccccc3)c2c1O,64,53,43,30,41,58,73,56
C=C(C)[C@@H]1C[C@@H]2Cc3cc(Cl)cc(Cl)c3N1O2,95,99,103,114,103,102,106,104
CC(=O)Nc1nc(O)c(/C=N/c2ccccn2)s1,116,134,93,119,120,121,119,110
C/C(=C/c1ccccc1O)c1ccc2ccccc2[o+]1,95,103,87,91,110,102,104,95
C[C@H](NC(CCc1ccccc1)C(=O)O)C(=O)N1CCC[C@H]1C(=O)O (stereo partly specified),102,112,106,99,102,105,123,100
OC1(c2ccccc2)CCN(c2ccc3nnc(Cl)n3n2)CC1,103,82,82,89,82,91,112,96
Nc1nc(N)c2c(n1)NC(c1ccc3c(c1)OCO3)CC(c1ccc([N+](=O)[O-])cc1)=N2 (stereo unspecified),94,x,96,91,109,104,93,94
C[C@]1(CO)C[C@@H](O)C[C@]2(C)[C@@H]1CC[C@@]13C[C@@H]4[C@@H](C[C@H]12)[C@]4(C)C3,94,113,102,98,102,x,99,107
CC(=O)N/C(=C/c1ccccc1)C(=O)N1CCCC1C(=O)O (stereo unspecified),95,92,103,109,102,82,102,94
COc1cc2c(cc1O)CCc1cc(O)cc(OC)c1-2,97,98,98,83,83,98,80,94
COc1ccc(/C=N/NC(=O)COc2cc(=O)[nH]c3cc(C)ccc23)cc1,106,106,88,94,116,87,110,99
CC(C)(C)Nc1nc2c(OCCc3ccccc3)cccn2c1-c1ccc([N+](=O)[O-])cc1,84,-19*,7.2*,81,78,15,96,55
COc1ccc(/C(C)=N/NC(=O)CSc2nc3ccccc3c(=O)n2CCc2ccc(S(N)(=O)=O)cc2)cc1OC,106,93,94,78,100,90,78,88
COc1cc(C(=O)/C=C/c2c(-c3cccs3)nc3ccccn23)cc(OC)c1OC,34,-30*,8.0*,25,-1.2*,18,-17*,-1.7*
CNc1ccccc1C(=O)OC,106,96,100,106,103,96,111,99
O=C(NCCCNc1cc(-c2cn(-c3ccccc3)nc2-c2cccc(O)c2)ccn1)Nc1ccc(Cl)c(Cl)c1,88,62,62,61,64,76,82,65

# The last 2 entries of the section above lead into the next.
SMILES,MALME-3M,MDA-MB-468,MCF7,MDA-MB-231,HS 578T,T-47D,BT-549,LOX IMVI
CNc1ccccc1C(=O)OC,106,96,100,106,103,96,111,99
O=C(NCCCNc1cc(-c2cn(-c3ccccc3)nc2-c2cccc(O)c2)ccn1)Nc1ccc(Cl)c(Cl)c1,88,62,62,61,64,76,82,65
Cc1csc(NC(c2ccc(Br)cc2)c2c(C)nc3ccccn23)n1 (stereo unspecified),88,94,83,84,85,76,91,91
CCOC(=O)C1=C(N)N(c2ccc(C)cc2)C2=C(C(=O)CC(C)(C)C2)C1c1ccccc1Br (stereo unspecified),109,77,57,93,100,70,94,89
COc1cccc(C2=NN(C(C)=O)C(c3cc(OC)c(OC)c(OC)c3)C2)c1 (stereo unspecified),66,x,3.8*,41,15,35,7.2*,49
CCOP(=O)(OCC)/C(C#N)=C/c1c(C)[nH]c2ccccc12,105,100,96,90,91,85,98,90
O=c1nc2n(nc1/C=C/c1ccco1)CC(c1ccc(Cl)cc1)=NN2,92,x,22,117,116,50,84,113
C=C(C)[C@@H]1CC[C@]2(C)[C@H](CC[C@@H]3[C@@H]4[C@@H](O)C(C)(C)CC[C@]4(CO)CC[C@]32C)[C@@]1(C)CCCN,x,94,90,85,105,91,97,86
O=P(O)(O)OCC1OC(n2cnc3c(NCc4ccccc4)ncnc32)C(O)C1O (stereo unspecified),81,-29*,28,11,28,22,-19*,-8.8*
CCCCN(CCCC)C(=N)c1c2ccccc2nc2ccccc12,96,96,99,87,101,82,91,80
O=C1c2ccc3c4c5ccc(c24)C(=O)N1CCCOCCCCOCCCNCc1ccc(cc1)CNCCCOCCCCOCCCN(C3=O)C5=O,-91*,-81*,-58*,-12*,86,-49*,69,-88*
Cc1ccc(C)n1CCCCCCn1c(C)ccc1C,113,105,95,95,101,98,89,99
OCCSCCCCCCSCCO,84,100,99,111,99,101,104,102
CN1CCN(C(=O)[C@@]2(C)CC[C@]3(C)CC[C@]4(C)C(=CC[C@@H]5[C@@]6(C)CCC(=O)NC(C)(C)[C@@H]6CC[C@]54C)[C@@H]3C2)CC1,20,14,45,61,55,39,46,9.0*
O=C(O)/C=C\C(=O)Nc1cccc(O)c1,100,106,99,106,112,77,94,99
c1ccc2cc(C[n+]3ccn(CCCCCCCCCCCCn4cc[n+](Cc5ccc6ccccc6c5)c4)c3)ccc2c1,-77*,-82*,-71*,-74*,-59*,-53*,-83*,-85*
CN1C(=S)N(C)C2C1N(C)C(=S)N2C (stereo unspecified),93,116,91,115,112,117,91,100
S=C(Nc1ccccc1)Nc1nnc(Cc2ccc(Cl)cc2)s1,109,117,97,99,106,98,105,102
O=C(c1cc(NCc2cc(O)ccc2O)ccc1O)N1CCCCC1,109,99,95,97,107,102,91,97
NC(=O)OCCO,85,113,93,109,99,94,95,95
O=C(O)c1ccc(-c2nn(-c3ccc(C(=O)O)cc3)cc2/C=N/NC(=O)c2cccnc2)cc1,90,98,99,89,91,102,84,98
O=S(=O)(Nc1ccc(OCc2nnc(-c3ccccc3)o2)c(F)c1)c1ccc(Cl)cc1,108,89,84,101,89,82,104,92
CCOC(=O)c1c[nH]c2c([N+](=O)[O-])cc(OC)cc2c1=O,94&100,121,67&84,90&92,111,91&104,98&115,80&87
Nc1nc2ncc(N[C@@H](Cc3ccccc3)C(=O)O)nc2c(=O)[nH]1,89,108,98,111,101,93,99,104
N#Cc1c(-c2cccnc2)cc(-c2ccc3ccccc3c2)[nH]c1=O,95,94,60,x,x,93,58,x
COC(=O)[C@]12CC[C@@H](C)[C@H](C)[C@@H]1C1=CC[C@@H]3[C@@]4(C)C(C=O)=C[C@@](C)(COC(=O)/C=C/c5ccccc5)C4=CC[C@@]3(C)[C@]1(C)CC2,94,78,71,78,84,49,83,76
O=C1Nc2cc(Cl)c(CCCl)cc2/C1=C\c1ccccc1,102,74,31,70,65,66,74,47
COc1ccc2c(c1)C(Br)=C(CCO)C2c1ccccc1 (stereo unspecified),91,-40*,59,56,36,54,88,x
CCCNCC(O)CNc1ccc(Cl)cc1 (stereo unspecified),140,116,94,99,115,85,98,101
CC(=O)Nc1cccc(O)c1,102,107,111,105,118,112,103,99
CCCC(=O)Nc1ccc(Cl)c(Cl)c1,98,93,94,96,91,77,100,96
COC(=O)c1nc(N)nc(C(=O)OC)c1C(=O)c1ccco1,101,93,100,105,108,116,138,95
C=C1C(=O)O[C@H]2[C@H]1CC/C(Cn1cc(-c3ccc(N)cc3)nn1)=C\CC[C@@]1(C)O[C@@H]21,-23*,-45*,2.6*,4.8*,62,-40*,-43*,-64*
Nc1c(Cl)cc2c(c1Br)C(=O)c1ccccc1C2=O,132,85,100,83,98,76,114,94
CC(=O)CC(=O)N1CCOCC1,95,96,104,107,107,49,108,104
O=C(N/N=C/c1ccc(OC(F)F)c(OC2CCCC2)c1)c1cnn2c1NC(c1ccccc1)C2 (stereo unspecified),108,84,69,82,69,x,73,68
CC(=O)N/N=C1\CC2CCC1(C)C2(C)C (stereo unspecified),109,x,99,102,107,102,100,102
CSc1ccc2c(c1)N(C(=O)/C(C#N)=C/c1ccc(Cl)cc1Cl)c1ccccc1S2,83,92,88,82,106,87,106,96
O=[N+]([O-])/C(=C\c1ccco1)c1ccccc1Cl,81,56,38,88,85,37,9.0*,64
C[n+]1c2ccccc2c(Nc2ccc(N3CCCCC3)cc2)c2[nH]c3ccccc3c21,-78*,-74*,-75*,-91*,-69*,-56*,x,-86*
C=CCCCCCCCCC1OCC(CC)([N+](=O)[O-])CO1 (stereo unspecified),95,86,99,99,82,93,95,96
CCCCCCCC(=O)Oc1ccc(Br)cc1,98,84,99,104,94,125,119,98

# Entries of single compounds, looked up by structure.
# Listed for CCOC(=O)c1c[nH]c2c([N+](=O)[O-])cc(OC)cc2c1=O → MALME-3M: 94&100; MDA-MB-468: 121; MCF7: 67&84; MDA-MB-231: 90&92; HS 578T: 111; T-47D: 91&104; BT-549: 98&115; LOX IMVI: 80&87
# Listed for CC(=O)Nc1cccc(O)c1 → MALME-3M: 102; MDA-MB-468: 107; MCF7: 111; MDA-MB-231: 105; HS 578T: 118; T-47D: 112; BT-549: 103; LOX IMVI: 99
# Listed for CC(=O)CC(=O)N1CCOCC1 → MALME-3M: 95; MDA-MB-468: 96; MCF7: 104; MDA-MB-231: 107; HS 578T: 107; T-47D: 49; BT-549: 108; LOX IMVI: 104

# (cont.)
SMILES,MALME-3M,MDA-MB-468,MCF7,MDA-MB-231,HS 578T,T-47D,BT-549,LOX IMVI
CC1=NN(C2=NC(=O)/C(=C/c3cn(-c4ccccc4)nc3-c3ccccc3)S2)C(c2ccc(N(C)C)cc2)C1 (stereo unspecified),102,112,67,108,88,62,83,104
CCOC(=O)c1cc2c(n1Cc1ccc(OC)cc1)-c1nc(OC)c(S(=O)(=O)c3ccccc3)cc1CCC2,110,105,98,89,82,63,94,92
NCCNCCNCCN,102&111,87&99,93&116,109&113,110&101,105,93&99,101&94
Clc1cccc(I)c1,107,88,99,94,53,102,106,99
O=c1[nH]c(Nc2ccc(S(=O)(=O)O)cc2)nc2nc(Nc3ccc(NC(=S)Nc4ccccc4)cc3)nc(-c3ccc(O)cc3O)c12,99,x,107,90,102,91,152,96
COc1ccc(N2C(=O)C(OC)C2c2ccc(Cl)cc2)cc1 (stereo unspecified),100,112,100,108,102,104,107,95
CCOC(=O)C1=CN(C)C=C(C(=O)OCC)C1c1cc(Br)c(OCC)c(OC)c1,-1.6*,62,15,37,63,75,85,18
COc1cc2nc(Cl)nc(Nc3cccc(C4=Nc5c(N)nc(N)nc5NC(c5ccc6c(c5)OCO6)C4)c3)c2cc1OC (stereo unspecified),x,82,54,80,83,69,77,53
Clc1ccccc1Oc1ccc(Nc2ncnc3onc(-c4ccccc4)c23)cc1,103,98,77,97,101,77,92,103
Cc1[nH]c(C(=O)OCCCCc2cn(CCCCNC(=O)COc3cccc4c3C(=O)N(C3CCC(=O)NC3=O)C4=O)nn2)c2c1C(=O)CCCC2 (stereo unspecified),103,91,96,109,97,100,111,98
COC(=O)c1nc(-c2ccccc2)oc1SCc1ccccc1,113,112,103,97,112,81,95,104
COc1ccc(N=Nc2cc(OC)c(N)cc2OC)cc1,111,90,81,77,104,72,101,95
CC(C)NS(=O)(=O)c1cccc([N+](=O)[O-])c1,100,90,89,102,93,125,98,102
CN1CCN(CCCOc2cccc3nc(Nc4cc(Cl)cc(Cl)c4)ccc23)CC1,-53*,-53*,-80*,-45*,37,-25*,65,-93*
C=C1CCC2C3(C)COC(c4cccc(Cl)c4)OC3CCC2(C)C1/C=C/C1=CCOC1=O (stereo unspecified),85,44,42,80,96,28,56,52
CCCNC(=O)CCCNc1ncnc2c1ncn2-c1ccccc1,108,106,107,95,91,98,110,101
Nc1ncnc2c1N=C(c1ccc3c(c1)OCO3)CC(c1cccc(Nc3ccnc4cc(Cl)ccc34)c1)N2 (stereo unspecified),97,33,8.5*,70,87,43,74,27
O=C=Nc1ccc(Cc2ccc(N=C=O)cc2)cc1,112,92,104,106,108,103,98,103
N#CCCCCN1C(=O)c2ccccc2C1=O,100,103,98,107,96,83,86,97
O=C(O)C1CCC2CCCC21 (stereo unspecified),112,99,108,95,104,93,95,96
COc1ccc(C(=O)/C=C/c2ccccc2)cc1S(N)(=O)=O,94,66,25,71,74,78,75,42
COc1ccc2[nH]cc(-c3nc(-c4cn(C)c5c(Cl)nccc45)cs3)c2c1,72,18,44,48,54,12,45,21
CCc1ccc(NC(=O)Cn2cc(CN3C(=O)c4ccccc4S3(=O)=O)nn2)cc1,109,107,87,91,88,81,98,94
NS(=O)(=O)c1ccc(CCn2c(SCC(=O)NCc3ccccc3)nc3ccccc3c2=O)cc1,107,101,101,102,101,90,112,98
Cc1cccc(C(C(C(=O)c2ccccc2)N2CCOCC2)N2CCOCC2)c1 (stereo unspecified),110,116,98,105,125,101,108,94
Cc1ccccc1C1SCC(=O)N1n1cnnc1 (stereo unspecified),103,94,92,98,104,110,97,104

# Three entries out of the list, sorted by length of the SMILES, ascending.
SMILES,MALME-3M,MDA-MB-468,MCF7,MDA-MB-231,HS 578T,T-47D,BT-549,LOX IMVI
COc1ccc(C(=O)/C=C/c2ccccc2)cc1S(N)(=O)=O,94,66,25,71,74,78,75,42
Cc1cccc(C(C(C(=O)c2ccccc2)N2CCOCC2)N2CCOCC2)c1 (stereo unspecified),110,116,98,105,125,101,108,94
NS(=O)(=O)c1ccc(CCn2c(SCC(=O)NCc3ccccc3)nc3ccccc3c2=O)cc1,107,101,101,102,101,90,112,98

# Assay outcomes deposited in PubChem by NCI.
